Bioassay records deposited in PubChem by several laboratories.
STK33 kinase inh – inhibitors of purified STK33 kinase, primary screen, biochemical, ADP-Glo luminescence, homogeneous, cell-free | Serine/threonine-protein kinase 33 (Homo sapiens), Q9BYT3 | MBP phosphorylation | inhibition, % at 10 µM | 0.073% of 320,000 active;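 active = inhibition at or above 25%, using the most active replicate where run in duplicate; inactive = inhibition below 25%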
Target sequence (Q9BYT3 whole entry, looked up): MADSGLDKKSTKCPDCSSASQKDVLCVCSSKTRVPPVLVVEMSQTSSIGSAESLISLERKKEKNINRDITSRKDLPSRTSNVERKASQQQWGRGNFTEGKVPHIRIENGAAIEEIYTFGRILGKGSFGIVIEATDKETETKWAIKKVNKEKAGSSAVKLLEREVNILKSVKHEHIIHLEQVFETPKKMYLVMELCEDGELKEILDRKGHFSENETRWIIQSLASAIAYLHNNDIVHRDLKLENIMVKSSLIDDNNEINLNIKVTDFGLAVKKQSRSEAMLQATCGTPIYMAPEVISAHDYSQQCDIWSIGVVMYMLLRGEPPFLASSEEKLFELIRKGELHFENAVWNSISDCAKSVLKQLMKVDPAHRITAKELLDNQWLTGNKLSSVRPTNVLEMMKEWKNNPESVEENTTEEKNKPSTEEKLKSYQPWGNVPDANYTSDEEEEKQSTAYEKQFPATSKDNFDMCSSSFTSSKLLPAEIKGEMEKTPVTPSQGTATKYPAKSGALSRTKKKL
Kir21 inh – inhibitors of mouse Kir2.1 inward-rectifier potassium channel; HEK293-Kir2.1, FluxOR thallium flux fluorescence; stronger effect = lower value; B-score at 10 µM; 0.85% of 310,000 active;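 active = fluorescence ratio B-score at or below minus 3 SD of library scores, with starting-brightness B-score within 2 SD, cut at about -4.2 in these data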;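 note: channel flux triggered by added potassium and thallium sulfate stimulus; B-score of peak minus minimum fluorescence over baseline after thallium stimulus; more negative B-score means stronger Kir2.1 block with less thallium influx; some compounds called inactive have numbers as strong as hits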
Target sequence (P35561 whole entry, looked up): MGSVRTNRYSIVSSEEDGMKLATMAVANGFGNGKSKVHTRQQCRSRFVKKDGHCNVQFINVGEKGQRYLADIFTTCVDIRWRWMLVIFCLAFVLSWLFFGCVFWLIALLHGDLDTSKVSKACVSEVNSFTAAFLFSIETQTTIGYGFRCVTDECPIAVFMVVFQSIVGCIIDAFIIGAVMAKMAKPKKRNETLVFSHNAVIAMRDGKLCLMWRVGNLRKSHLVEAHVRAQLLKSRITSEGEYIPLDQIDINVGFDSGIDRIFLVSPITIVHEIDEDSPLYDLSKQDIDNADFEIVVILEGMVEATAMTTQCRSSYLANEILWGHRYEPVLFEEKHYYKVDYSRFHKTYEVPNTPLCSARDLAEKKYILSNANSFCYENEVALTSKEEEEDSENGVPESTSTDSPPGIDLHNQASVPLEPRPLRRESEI
* marks the source's active call; other numbers are inactive results; x = no result given. An excerpt; rates above refer to the full screens.

SMILES	STK33 kinase inh	Kir21 inh
Cc1ccc(-c2cc(-c3ccc(C)cc3)[n+](-c3ccc(C(=O)[O-])cc3)c(-c3ccc(C)cc3)c2)cc1	0.2	-8.16*
Cn1nnc(CC[N+](C)(C)C)n1	-3.4	-1.24
N=C1c2ccccc2CN1CC(=O)c1ccccc1	0.7	-3.91
Cc1ccccc1-n1c(O)c(/C=N/NC(=O)c2ccccc2O)c(=O)[nH]c1=S	-1.1	-1.46
O=S1(=O)CC2(N3CCOCC3)CCCCCCC21 (stereo not given)	-0.5	2.5
CCOC(=O)c1cc(CC)sc1/N=C/C1C(=O)NC(=S)NC1=O	1.4	1.54
CCN(CC)CCCN=Cc1c(O)n(CCc2ccc(OC)c(OC)c2)c(=O)[nH]c1=O	0.4	-0.8
CN[C@H](C)[C@H](O)c1ccccc1	-2.0	0.68
COc1ccc(NC(=O)CN2C3CCC2CC(O)(c2cccnc2)C3)cc1OC (stereo not given)	-0.2	-0.89
COc1ccc(CN2C(=O)NC(=O)/C(=C\c3cccc(OC)c3OC)C2=O)cc1	-0.2	-1.25
Nc1ccc(CCN2CCN(c3cccc(C(F)(F)F)c3)CC2)cc1	3.0	0.23
NS(=O)(=O)c1ccc(N=Nc2c(O)[nH]c(=S)[nH]c2=O)cc1	-0.3	1.88
CN1CCN(C(=O)COc2ccc(-c3nc4ccccc4s3)cc2)CC1	2.0	0.02
CNCCc1ccc(O)c(O)c1	-0.5	0.22
CCCCCCC(N)CC(=O)O (stereo not given)	x	-0.02
CCC(=NCCCn1ccnc1)c1c(O)n(Cc2ccccc2)c(=O)[nH]c1=O	-0.2	-0.28
CC(C)(C)c1ccccc1O	-1.4	x
Cc1ccnc(-n2c(C)cc(C=C3C(=O)N(C)C(=S)N(C)C3=O)c2C)c1	1.6	0.27
Clc1ccccc1C1NCc2ccccc2-n2cccc21 (stereo not given)	-1.5	-5.17*
CN1C(=O)/C(=C\c2ccc(N3CCCCCC3)cc2)C(=O)NC1=S	2.4	0.25
COC(=O)C(O)(c1ccc(NC(=O)c2ccccc2)cc1)C(F)(F)F (stereo not given)	-1.0	-0.64
O=C1NC(=O)C(=Cc2ccc(-c3cc(Cl)ccc3[N+](=O)[O-])o2)C(=O)N1	x	-0.33
CC1(C)CN=C(Nc2ccccc2C(F)(F)F)S1	-1.8	-0.06
COC(=O)C1=C(c2ccccc2OCc2ccccc2)C[C@@H]2CC[C@H]1N2C(=O)NCc1ccc(Br)cc1	-0.9	x
CCN1CCN(C(=O)Cc2ccc(C)cc2)CC1	-1.1	-0.52
Cc1c(-c2cccc(Cl)c2)nc2ccccc2c1C(=O)N1CCC2(CC1)OCCO2	-1.6	1.27
Cc1ccc(S(=O)(=O)N2CCC(C(=O)N3CCC4(CC3)OCCO4)CC2)cc1	-0.2	-1.02
Fc1ccc2c(c1)nnn2C1CCN(Cc2ccccc2)CC1	0.9	1.58
O=C(c1ccc2nc3ccc(Cl)cc3c(=O)n2c1)N1CCC2(CC1)OCCO2	-0.1	x
CN1CCN(c2c(N)c(=O)oc3ccccc23)CC1	-2.2	-1.28
CC(C)CCC1(CCc2ccncc2)C(=O)NC(=O)NC1=O	0.7	1.32
CCc1ccccc1NC(=O)CNC1CCCCC1	-1.4	-1.18
CCCN1CC[C@@H]2c3cc(O)ccc3CC[C@@H]21	-0.3	x
CCCCn1c(O)c(C(C)=NCCc2c[nH]c3ccccc23)c(=O)[nH]c1=O	0.3	0.03
CC12CN3CC(C)(CN(C1)C3c1cccs1)C2 (stereo not given)	-5.6	-0.97
COc1ccc(OCC#CCN2CCCCCC2)cc1	0.6	0.55
O=c1[nH]c(=S)n(C2CC2)c(O)c1C=NCC1CCCO1 (stereo not given)	-1.8	-1.1
C[C@]12CCC3C(CC[C@H]4C[C@H](O)CC[C@]34C)C1[C@@H](O)[C@@H](O)[C@@H]2O (stereo not given in full)	-1.4	x
O=c1c2ccccc2nc(-c2ccc(-c3ccccc3)cc2)n1-c1ccncc1	0.9	0.41
CCCCC(=O)N/N=C/c1c(O)n(C2CC2)c(=S)[nH]c1=O	0.7	-0.11
COCCNCCOc1ccc(C(C)(C)c2ccccc2)cc1	3.0	-11.6*
CCN1c2nc3ccccn3c(=O)c2CC2(C(=O)N(C)C(=O)N(C)C2=O)C1C (stereo not given)	0.1	-1.48
CC(=NCCN1CCOCC1)c1c(O)n(Cc2ccccc2)c(=O)[nH]c1=O	-1.3	0.27
COc1ccc(S(=O)(=O)NC(CC(=O)N2CCC3(CC2)OCCO3)c2ccco2)cc1 (stereo not given)	-1.0	2.52
CN(C)C(=O)Oc1cccc(-c2cn3cc(Cl)ccc3n2)c1	-0.3	-0.53
Cc1ccccc1-n1c(O)c(/C=N/N2CCOCC2)c(=O)[nH]c1=S	0.2	-0.87
CCc1nc(N2CCNCC2)c(C#N)c2c1CSC(C)(C)C2	1.6	-0.7
Brc1ccc2[nH]cc(/C=N/N3CCCCC3)c2c1	-1.1	0.25
O=C(/C=C/c1ccccc1)NC(=S)N1C[C@H]2C[C@H](C1)c1cccc(=O)n1C2	-0.6	0.86
Cc1cc(NC(=O)COC(=O)c2c(C)nn(Cc3ccccc3)c2C)no1	0.5	-1.17
COc1ccc(N=C(C)c2c(O)n(C3CCCCC3)c(=O)[nH]c2=O)c(OC)c1	-0.7	-2.47
CCCCn1c(=O)c(C(=O)NCc2ccc(Cl)cc2)c(O)c2ccccc21	-1.0	-0.12
COc1ccccc1N1C(=O)NC(=O)C(CCc2ccncc2)(CCc2ccncc2)C1=O	-1.0	0.17
CCCCCCCCC(=O)NCc1ccc(O)c(OC)c1	-0.4	x
CN1CSC(=S)N(C)C1	-0.5	0.11
CCN1CCN(Cc2ccc(C)cc2C)CC1	-0.7	-1.6
O=C(Cc1ccccc1)N1CCN(C2CCCCCC2)CC1	-1.4	-1.16
CC1=CC(=Cc2sc3ccccc3[n+]2C)C=C(C)O1	x	1.04
C[C@]12CCC3C(CC[C@H]4C[C@H](O)CC[C@]34C)C1C[C@@H](O)[C@@H]2O (stereo not given in full)	-0.1	x
CCC(C)N1CCN(C(=O)COc2ccc3ccccc3c2)CC1 (stereo not given)	-2.4	0.15

Gathered by group: the compounds so far with fluorine
SMILES	STK33 kinase inh	Kir21 inh
Nc1ccc(CCN2CCN(c3cccc(C(F)(F)F)c3)CC2)cc1	3.0	0.23
COC(=O)C(O)(c1ccc(NC(=O)c2ccccc2)cc1)C(F)(F)F (stereo not given)	-1.0	-0.64
CC1(C)CN=C(Nc2ccccc2C(F)(F)F)S1	-1.8	-0.06
Fc1ccc2c(c1)nnn2C1CCN(Cc2ccccc2)CC1	0.9	1.58

Other records.
SMILES	STK33 kinase inh	Kir21 inh
Cc1cc(/C=C2\C(=O)NC(=O)N(c3ccccc3F)C2=O)c(C)n1-c1cc(C(=O)O)cc(C(=O)O)c1	-8.5	0.64
Cc1ccc(C)c(NP(=O)(Oc2ccccc2)Oc2ccccc2)c1	-0.7	1.23
CCOP(=O)(C#CC(C)(C)C)C1(O)CCCCC1 (stereo not given)	0.5	0.5
CCN(CC)c1ccc(N=Cc2c(O)n(-c3ccccc3)c(=O)[nH]c2=O)cc1	-11.0	0
COc1ccccc1N1CCN(Cc2ccc(SC)cc2)CC1	-0.8	-0.1
COc1ccc(N=C(C)c2c(O)n(C)c(=O)n(C)c2=O)c(OC)c1	0.2	0
CC12CN3C(O)C(C)(C1)CC(C)(C2)C3O (stereo not given)	-0.8	0.36
O=c1c(/C=N/N2CCOCC2)c(O)n(-c2ccccc2)c(=S)n1-c1ccccc1	-0.8	0.45
CCOC(=O)C1=C(N)OC2=C(C(=O)CCC2)C12C(=O)Nc1ccccc12 (stereo not given)	0.7	-0.09
CCOc1cc(/C=C2/C(=O)NC(=O)N(c3ccc(CC)cc3)C2=O)ccc1OC(=O)c1cccs1	0.3	-1.39
Cc1c(C(=O)c2ccccc2)c2ccccc2n1C	-3.1	-0.94
O=C1OCc2cc(N=Nc3c(O)[nH]c(=O)[nH]c3=O)ccc21	-0.3	1.18
O=c1c2ccccc2[nH]c(=S)n1-c1cccnc1	-0.4	-0.04
O=C(O)Cn1cc(C(=O)c2ccccc2)c2ccccc21	0.7	-0.96
CC(C)NS(=O)(=O)c1ccc(OCC(=O)N2CCN(Cc3ccccc3)CC2)c(Cl)c1	-0.3	-2.08
COc1ccc2[nH]cc(CCN=C(N)N)c2c1	0.0	0.47
CCOc1ccccc1C1SCC(=O)Nc2c1c(=O)[nH]n2C(CC)CC (stereo not given)	-0.4	-0.02
CC(C)OCCCNC(=O)c1c(N)n(CC2CCCO2)c2nc3ccccc3nc12 (stereo not given)	1.6	1.68
CN1/C(=C\C=C\C2=[N+](C)c3ccc4ccccc4c3C2(C)C)C(C)(C)c2ccccc21	26.2*	x
N[C@@]1(C(=O)O)CC[C@@H](C(=O)O)C1	-0.6	x
Cc1ccc(NC2=NCCCS2)c(C)c1C	x	0.67
N=C1SCC(=O)N1Cc1ccccc1	-0.1	0.26
CCN(CC)CC(=O)Nc1ccc(Cl)cc1C(=O)c1ccccc1	-1.7	-2.93
Cc1ccc(CN2C3CCCC2CC(NC(=S)NCc2ccccc2)C3)cc1 (stereo not given)	0.9	-2.32
CC(=O)NNC(=O)CN1C(=O)CN=C(c2ccccc2)c2cc(Br)ccc21	-3.1	-0.34
CC(C)NC(C)C(=O)C12CC3CC(CC(C3)C1)C2 (stereo not given)	0.0	1.48
CC1CN=C(Nc2ccc(F)c(Cl)c2)S1 (stereo not given)	0.5	1.23
Cc1cc(C)c2c(ccc3cccc[n+]32)c1	-0.6	0.25
CCOP(=O)(OCC)/C(C#N)=C/c1ccoc1	-1.6	-0.45
COc1ccc(C2NCCc3[nH]cnc32)cc1 (stereo not given)	0.4	-0.05
Cc1ccc(P(=S)(c2ccc(C)o2)N2CCOCC2)o1	0.4	-1.05
NCCc1c[nH]c2ccc(F)cc12	0.4	0.65
COc1ccc(N2CCN(CCCN)CC2)cc1	0.6	-1.85
c1ccc2c(CN3CCCCC3)c[nH]c2c1	-1.2	2.74
COc1cc(/C=C2\C(=O)NC(=O)N(CCc3ccc(F)cc3)C2=O)ccc1O	5.5	1.12
CC/C(=N\NC(=O)c1ccccc1)c1c(O)n(C2CCCCC2)c(=O)[nH]c1=O	-0.2	1.14
C=CCN1C(=O)/C(=C/c2cccs2)C(=O)NC1=S	0.2	-2.4
COc1ccc(C)cc1NC(=O)c1c(C)nn(Cc2ccccc2)c1Cl	0.2	0.69
Cc1cc(OCc2nn[nH]n2)c2c3c(c(=O)oc2c1)CCCC3	3.1	1.23
CCOc1ccc(N=Cc2c(O)n(-c3ccc(C)c(C)c3)c(=O)[nH]c2=O)cc1	-1.2	1.54

An excerpt from above in order of molecular weight, lowest first:
SMILES	STK33 kinase inh	Kir21 inh
N=C1SCC(=O)N1Cc1ccccc1	-0.1	0.26
c1ccc2c(CN3CCCCC3)c[nH]c2c1	-1.2	2.74
Cc1cc(OCc2nn[nH]n2)c2c3c(c(=O)oc2c1)CCCC3	3.1	1.23

(more compounds)
SMILES	STK33 kinase inh	Kir21 inh
CN1C(=O)C(C2c3ccccc3C(=O)N2Cc2ccccc2)C(=O)N(C)C1=O (stereo not given)	5.6	-1.02
O=C(CNC(=O)c1ccccc1)Nc1ccc(Br)cc1C(=O)c1ccccc1	-1.3	-0.86
Cc1[nH]c2c(C(F)(F)F)cccc2c1CCN	0.5	-1.76
CN1c2ccc([N+](=O)[O-])cc2CC2(C(=O)NC(=O)NC2=O)C1c1ccccc1 (stereo not given)	0.2	-0.96
O=C(c1cccs1)C1CN2CCC1CC2 (stereo not given)	-2.0	-1.24
Nc1ccc2c(c1)Cc1ccccc1-2	-2.7	-0.33
CCC12CN3CC(CC)(CN(C1)C3c1cccnc1)C2=O (stereo not given)	-2.6	2.75
O=[N+]([O-])c1ccc(Cl)c([N+](=O)[O-])c1	-0.5	x
Cc1ccc2nc(C)n(-c3ccc(F)cc3)c(=O)c2c1	-2.2	-1.2
Cc1nn(Cc2ccccc2)c(C)c1C(=O)NCc1ccccc1F	0.3	0.49
COc1ccc(-[n+]2c(-c3ccccc3)cc(-c3ccccc3)cc2-c2ccccc2)cc1	-0.3	-7.51*
CC(=O)OC1(c2ccccc2)CCN(C)CC1(C)C (stereo not given)	-1.3	1.08
CCOC(=O)C1CCN(C(C)C(=O)c2c(C)[nH]c3cc(C)ccc23)CC1 (stereo not given)	-1.3	x
Nc1c(C(=O)NCCc2ccccc2)c2nc3ccccc3nc2n1CCN1CCOCC1	1.3	0.44
O=C(c1cc2c(s1)CCCCCC2)N1CCC2(CC1)OCCO2	-2.2	-1.04
Cc1nn(-c2ccccc2)c(C)c1NC(=O)COC(=O)Cc1ccccc1	-0.1	-0.02
CCCCP(=O)(O)CCC(=O)O	1.2	-1.82
CCCC(=O)Nc1cc(C(=O)N2CCC3(CC2)OCCO3)ccc1S(=O)(=O)c1ccc(C)cc1	-1.6	0.4
CCCCNC(=O)NC(C(N)=O)P(=O)(OCC)OCC (stereo not given)	-0.2	0.56
CCCCCn1c(=O)c(C(=O)Nc2ccccc2Cl)c(O)c2ccccc21	-0.9	0.72
Cc1cc(N2C(=O)CC(N3CCC(n4c(=O)[nH]c5ccccc54)CC3)C2=O)no1 (stereo not given)	-5.0	1.16

Given comma-delimited: four of the compounds above.
Structure,STK33 kinase inh,Kir21 inh
Nc1ccc2c(c1)Cc1ccccc1-2,-2.7,-0.33
CN1C(=O)C(C2c3ccccc3C(=O)N2Cc2ccccc2)C(=O)N(C)C1=O (stereo not given),5.6,-1.02
CCCCNC(=O)NC(C(N)=O)P(=O)(OCC)OCC (stereo not given),-0.2,0.56
O=C(c1cc2c(s1)CCCCCC2)N1CCC2(CC1)OCCO2,-2.2,-1.04
